# High-throughput results from PubChem.
# mABHD4 FP: inhibits mouse alpha/beta hydrolase domain 4; purified mABHD4, FP-Rh probe fluorescence polarization; Q8VD66; hit rate 0.54% among 370,000; inhibition, % at 8.92 µM; AID 720543;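 active means inhibition exceeding the mean over every tested compound plus 3 SD, cut at about 30% in these data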;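 further: 0% = plate median of compound wells and 100% = S159A mutant with DMSO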
# Target sequence (Q8VD66 whole entry, looked up, the tested form may be a part): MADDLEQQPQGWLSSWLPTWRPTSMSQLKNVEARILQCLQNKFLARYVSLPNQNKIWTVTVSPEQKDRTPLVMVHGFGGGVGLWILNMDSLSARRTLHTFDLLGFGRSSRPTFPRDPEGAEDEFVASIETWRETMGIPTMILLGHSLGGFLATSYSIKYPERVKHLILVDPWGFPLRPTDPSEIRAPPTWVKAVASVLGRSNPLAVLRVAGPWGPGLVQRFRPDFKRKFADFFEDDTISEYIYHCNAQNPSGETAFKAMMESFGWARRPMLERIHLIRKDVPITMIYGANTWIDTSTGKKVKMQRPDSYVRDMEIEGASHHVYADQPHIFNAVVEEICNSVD
#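 Assay system: mouse ABHD4 enzyme, wild type / Also added: fluorescent activity-based probe FP-Rh / Doses: single nominal dose of 8.92 µM, 0.89% DMSO final / Timing: 45 min compound pre-incubation plus 60 min probe step, 25 °C / Signal: FP readout, ex 525 nm / em 598 nm / Control set: S159A mutant/DMSO as 100%, compound-well median as 0%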
# GC-A act: GC-A (human) enzyme activation | P16066 | HEK293 GC-A cells, cGMP TR-FRET, EC30 ANP; 0% at EC30 ANP, 100% saturating ANP | activation, % at 10 µM | hit rate 0.14% among 370,000 | AID 1671463; in the data active means activation above about 40%
# HTRA1 inhibitor: HTRA1 (human) protease inhibition | Q92743 | recombinant HTRA1, FP-rhodamine activity-based probe, fluorescence polarization | inhibition, % at 5.96 µM | hit rate 0.5% among 340,000 | AID 504803; in the data active means inhibition above about 36%;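 further: 0% = enzyme with DMSO and 100% = wells lacking enzyme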
# Target sequence (Q92743 whole entry, looked up): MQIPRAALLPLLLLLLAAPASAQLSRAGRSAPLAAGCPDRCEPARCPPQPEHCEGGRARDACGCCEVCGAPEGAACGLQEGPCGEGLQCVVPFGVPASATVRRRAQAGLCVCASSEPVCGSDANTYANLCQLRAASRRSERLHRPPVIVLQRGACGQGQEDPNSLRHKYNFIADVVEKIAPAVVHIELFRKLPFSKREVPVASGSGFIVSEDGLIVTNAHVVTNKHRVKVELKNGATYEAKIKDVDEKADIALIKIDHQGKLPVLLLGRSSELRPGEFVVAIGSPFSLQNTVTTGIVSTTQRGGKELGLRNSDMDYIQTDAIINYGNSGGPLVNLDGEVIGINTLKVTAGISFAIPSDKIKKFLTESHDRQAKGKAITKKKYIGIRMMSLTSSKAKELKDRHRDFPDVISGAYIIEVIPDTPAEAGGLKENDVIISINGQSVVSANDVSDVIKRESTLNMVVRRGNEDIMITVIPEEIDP
# ARFGAP1 inh: inhibits rat ARF GTPase activating protein 1; Q62848; Arfgap1-stimulated ARF1 GTP hydrolysis, GDP FP detection; inhibition, % at 16.5 µM; hit rate 0.26% among 360,000; AID 651572;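 active means inhibition above a per-plate limit, mean inhibition of low control wells plus 3 SD, cut at about 25% in these data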;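 further: 0% = DMSO wells with enzyme and 100% = wells lacking Arfgap1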
# Target sequence (Q62848 1-136 limits assumed): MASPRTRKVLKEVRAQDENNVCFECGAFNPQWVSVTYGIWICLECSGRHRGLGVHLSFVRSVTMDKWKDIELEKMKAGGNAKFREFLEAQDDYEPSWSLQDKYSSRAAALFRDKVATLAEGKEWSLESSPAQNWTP
#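 Replicates: Single well per compound | Assay system: Truncated rat Arfgap1 GAP domain | Control set: No-Arfgap1 wells (100%) versus DMSO full-reaction wells (0%) | Times: Enzyme reaction 120 min at 25 °C after 20 min preincubation | Reagent: Human ARF1(Δ1-17)-GTP substrate | Measured by: Tracer-displacement fluorescence polarization with EDTA stop, 620/688 nm | Measure: Percent inhibition of Arfgap1-stimulated GTP hydrolysis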
# rCAG binder: molecules binding r(CAG) RNA repeats; r(CAG) RNA repeat, TO-PRO-1 dye displacement fluorescence; inhibition, % at 3 µM; hit rate 1.3% among 370,000; AID 651821;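 active means inhibition above the plate cutoff, the mean of all test compounds on that plate plus 3 SD, cut at about 35% in these data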;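 further: 0% = DMSO alone and 100% = 100 µM mitoxantrone as full dye displacement; higher means more dye released from RNA so lower well fluorescence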
# NPR2 activator: GC-B (human) receptor activation; hit rate 0.11% among 370,000; AID 1920062; HEK293-GC-B cells, CNP EC30, cGMP TR-FRET; 0% at EC30 CNP, 100% saturating CNP; activation, % at 10 µM;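 active means activation at 10 µM reaching about 35% in either raw or pattern-adjusted values, limit read from the data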
# PG9 binder: PG9 antibody binding by small molecule | AID 624416 | TR-FRET gp120-PG9 antibody binding | inhibition, % at 6.7 µM | hit rate 0.43% among 360,000; in the data active means inhibition above about 8.5%
# ASAP1 inh: ASAP1 ArfGAP inhibition. inhibition, % at 16.5 µM. Q9ULH1. hit rate 0.19% among 360,000. ASAP1-stimulated ARF1 GTP hydrolysis, GDP FP detection; in the data active means inhibition above about 25%;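 further: 0% = vehicle with enzyme and substrate and 100% = no enzyme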
# NR1D1 modulator: modulates human Rev-erb alpha binding to DNA. hit rate 0.79% among 370,000. P20393. AID 1259318. activity, % at 10 µM. Rev-erbα–FITC-DNA binding, fluorescence polarization, 90 min;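 active means activity above about 14%, limit read from the data; passing the limit was not always enough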;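 further: 0% = DMSO wells with 35 nM protein and 100% = DMSO wells with 750 nM protein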
# SMARCA2 act: activators of SMARCA2 function | activation, % at 9.1 µM | MG213 cells, MMTV-luciferase reporter, dexamethasone, overnight | hit rate 1% among 370,000; in the data active means activation above about 7.8%;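 further: 0% = vehicle wells and 100% = reference activator wells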
# Active calls of the source: *; . = no result given.
SMILES,mABHD4 FP,GC-A act,HTRA1 inhibitor,ARFGAP1 inh,rCAG binder,NPR2 activator,PG9 binder,ASAP1 inh,NR1D1 modulator,SMARCA2 act
COc1ccc(-c2noc(CCC(=O)NC3CCCCCC3)n2)cc1OC,0,2,-7,6,0,-2,-0.7,5,4,2
CN(C)CCCNC1CS(=O)(=O)CC1O (configuration not stated),6,0,5,-4,2,-13,-0.3,-9,3,-1
CN(c1ccc(OCC(=O)OCC(=O)Nc2ccc(Br)cc2)cc1)S(=O)(=O)c1cccs1,1,6,-29,13,7,4,-2.4,12,3,-3
CC(C)c1ccc(S(=O)(=O)N2CCN(C(C)C(=O)Nc3ccccc3-c3ccccc3)CC2)cc1 (configuration not stated),1,-1,-25,-3,6,1,-1.9,4,6,-2
Cc1cc(-c2nn(-c3ccccc3F)cc2CN2CCC(O)CC2)c(C)s1,2,-1,-10,-7,-9,-4,0.4,3,1,-2
Cc1ccc(NCC(=O)N/N=C\c2ccc([N+](=O)[O-])o2)cc1,-7,-1,7,-19,6,-10,-4.8,4,2,0
CC(=O)c1cccc(NC(=O)CN(C)S(=O)(=O)c2ccccc2)c1,-2,4,6,0,-3,3,-2.6,0,5,5
O=C(NN1C(=O)C2C3C=CC(C4CC34)C2C1=O)c1ccc(Br)cc1 (configuration not stated),-1,2,4,-1,2,4,-1.2,-4,4,1
CC(C)(C)NC(=O)c1cccc(NC(=O)c2cccc(O)c2)c1,0,3,-21,3,-1,1,-0.6,-9,-1,1
O=C1[C@@H]2Cc3c([nH]c4ccccc34)CN2C(=O)CN1CCO,-1,-1,-8,-1,3,5,0.1,3,-3,-1
O=C(Cn1c(=O)n(CC2CCCO2)c(=O)c2ccccc21)N1CCN(c2ccccc2)CC1 (configuration not stated),-4,0,1,-5,-3,-3,-0.1,-13,6,-1
N#C/C(=C\c1ccc(F)cc1)C(=O)NC1CCS(=O)(=O)C1 (configuration not stated),1,-1,2,11,2,-2,-1.3,13,-2,-2
Cc1nc2ccccn2c1C(=O)N=Nc1c(O)n(CCC(C)C)c2ccccc12,8,14,1,16,2,3,1.4,10,4,-4
O=C1NC[C@@H](CCCCN2C[C@H](Cc3ccc(O)cc3)N(CCc3ccccc3)C(=O)C2=O)N(CC2CCCCC2)C1=O,-6,0,.,0,2,4,0.1,-1,-4,-2
C[C@@H]1CN([C@@H](C)CO)C(=O)c2cccc(NS(C)(=O)=O)c2O[C@H]1CN(C)C(=O)Nc1ccc(F)cc1,1,0,2,-1,3,0,-1.1,8,1,0
COc1ccc2c(c1)N(C)C(=O)CC(c1ccccc1)=N2,2,0,3,12,-8,2,-0.6,-10,-6,1
Cc1nn(Cc2ccc(F)cc2Cl)c(C)c1[N+](=O)[O-],5,-1,-7,7,-3,2,0.2,5,2,-3
O=C(OCc1nc2ccc(Cl)cc2n1CCO)c1ccc2c(c1)OCO2,-14,1,-4,3,7,5,-0.3,5,-3,-2
c1ccc2nc(N3CCCC3)c(N3CCCC3)nc2c1,-4,-7,0,-9,-4,3,-1.6,-2,-2,0
Cc1cccc(Cn2cc(CN3CC(N(C)CCCOC(=O)c4cc5ccccc5o4)CS3(=O)=O)nn2)c1 (configuration not stated),3,-2,.,.,4,0,.,.,-9,0
O=C(NCc1ccco1)c1cc2nc(-c3cccs3)cc(C(F)(F)F)n2n1,-1,5,-17,15,6,3,-2.1,5,1,1
Cc1nnnn1/C(=C\c1ccccc1)C(=O)OCC(=O)N1CC2(C)CC1CC(C)(C)C2 (configuration not stated),5,10,-3,-6,-10,0,-0.3,1,-1,0
CCCC1C(c2ccccc2)C(C#N)(C#N)C2(C#N)CC1(N)NC2=O (configuration not stated),-4,1,2,-5,6,4,1.5,0,1,1
Cc1cc(C)n(C(C)CNS(=O)(=O)c2ccccc2)n1 (configuration not stated),9,0,6,0,0,4,-0.1,14,1,0
OC[C@@H]1CN(Cc2ccc3c(c2)OCO3)C[C@H](n2cnc3c(N4CCOCC4)ncnc32)O1,-16,-5,.,-2,-1,-7,1.0,7,-7,1

# Reformatted with each value named: entries from further up.
CCCC1C(c2ccccc2)C(C#N)(C#N)C2(C#N)CC1(N)NC2=O (configuration not stated)
  mABHD4 FP = -4 | GC-A act = 1 | HTRA1 inhibitor = 2 | ARFGAP1 inh = -5 | rCAG binder = 6 | NPR2 activator = 4 | PG9 binder = 1.5 | ASAP1 inh = 0 | NR1D1 modulator = 1 | SMARCA2 act = 1

Cc1cc(C)n(C(C)CNS(=O)(=O)c2ccccc2)n1 (configuration not stated)
  mABHD4 FP = 9 | GC-A act = 0 | HTRA1 inhibitor = 6 | ARFGAP1 inh = 0 | rCAG binder = 0 | NPR2 activator = 4 | PG9 binder = -0.1 | ASAP1 inh = 14 | NR1D1 modulator = 1 | SMARCA2 act = 0

# (next part)
SMILES,mABHD4 FP,GC-A act,HTRA1 inhibitor,ARFGAP1 inh,rCAG binder,NPR2 activator,PG9 binder,ASAP1 inh,NR1D1 modulator,SMARCA2 act
COc1ccc(/C=C2\CCC(C3CCCC3)C2=O)c(OC)c1 (configuration not stated),7,-1,-7,11,-1,0,-3.3,5,-4,-1
C=CCSc1nnc(NC(=O)CSc2nnc(C)s2)s1,-6,1,1,-3,2,-1,1.9,-1,4,1
O=C(OC(C(=O)NCc1ccc2c(c1)OCO2)c1ccncc1)c1ccc(Cl)nc1 (configuration not stated),-4,-10,9,-5,0,0,-4.2,2,5,-3
Cc1cccc2nc(-c3ccco3)c(Nc3ccccc3)n12,8,18,-7,1,-2,1,1.2,10,-5,-4
Nc1nonc1-c1noc(N2CCOCC2)n1,-1,-2,1,10,3,1,-1.2,-5,2,0
COc1ccc(OC)c(NC(=O)CC2SC(=NCc3ccccc3)NC2=O)c1 (configuration not stated),9,-5,-1,12,1,-3,0.6,-1,-2,0
O=C1CC(SCc2nc3ccccc3[nH]2)C(=O)N1c1ccc(F)cc1 (configuration not stated),6,-7,-3,12,4,2,1.0,-8,3,0
O=C(N[C@H](Cc1ccccc1)C(=O)NCC1CCCO1)[C@H]1O[C@@H](n2ccc(=O)[nH]c2=O)[C@H](O)[C@@H]1O (some centres not stated),5,-1,.,3,3,-1,-0.1,2,-3,3
O=C(CNC(=O)c1ccc(Cl)cc1Cl)NCCCn1ccnc1,9,1,5,5,1,4,0.9,29*,-4,2
C#CCOCCOCCOCCNc1nc(N2CCN(C(=O)[C@H](CCC(=O)O)n3cc([C@@H](N)CC(N)=O)nn3)CC2)nc(N2CCN(C(=O)[C@H](CCC(=O)O)n3cc([C@@H](N)CC(N)=O)nn3)CC2)n1,1,5,2,2,5,1,-2.3,-5,6,-1
Cc1nnc(SCC(=O)NCc2ccc3c(c2)OCO3)n1C,0,-2,-1,6,-1,2,-0.7,-9,2,-1
Cc1c(C(=O)c2ccc(Br)cc2)c(=O)n(C)c(=O)n1C,-5,2,9,-7,0,-1,0.3,-5,-1,-4
CSc1ncc2ncn(C3OC(CO)C(O)C3O)c2n1 (configuration not stated),-8,-4,16,-4,0,0,1.7,3,1,-2
COc1ccc(NC(=O)CN2CCCCC2)c([N+](=O)[O-])c1,-4,-1,0,8,-8,-2,-0.4,-1,4,7
CC1CC(C)CN(c2oc(-c3ccccc3F)nc2C#N)C1 (configuration not stated),0,-4,-9,12,-4,-3,1.5,-2,-5,-2
COc1ccc(NS(=O)(=O)c2cc(NC(=O)c3ccco3)ccc2N2CCCC2)cc1,-9,-4,-2,-8,4,-2,-1.5,5,4,-4
COc1ccc(CNn2c(-c3ccccc3F)nc3ccccc3c2=O)cc1OC,-3,2,-8,-2,-4,2,-2.0,-7,-1,-4
CC(C)CCn1c(SCC(=O)N2CC(=O)Nc3ccccc32)nc2scc(-c3cccs3)c2c1=O,-4,-1,-29,8,21,-2,0.5,-2,2,0
CCOc1ccc(C(=O)C[n+]2ccccc2C)cc1,-2,1,2,6,1,6,0.1,-8,0,-1
O=[N+]([O-])c1ccccc1OCCN1CCOCC1,-1,1,9,9,-1,-5,-1.4,6,7,-1
Cc1cccc(N2CCN(S(=O)(=O)c3ccc4[nH]c(=O)ccc4c3)CC2)c1C,-3,-2,-14,-3,9,-6,-0.2,-2,3,-2
O=C(O)CC1(CC(=O)NCc2ccncc2)CCCCC1,6,-2,7,12,-2,-1,-1.2,-6,-3,-1
COc1ccccc1NC(=O)COc1ccc(C(=O)NC2CCCc3ccccc32)cc1OC (configuration not stated),-2,-1,-7,-5,2,2,-0.7,-6,-3,-2
CCn1nc(C(=O)NCc2nnc3ccccn23)c2ccccc2c1=O,3,-1,7,-1,-3,-6,-0.5,-10,4,-2
CC(=O)Nc1ccccc1-c1nc2ccc(C(=O)N3CCN(c4ccccc4)CC3)cc2[nH]c1=O,2,-2,-3,13,5,-4,0.1,7,-2,3
# (further entries)
SMILES,mABHD4 FP,GC-A act,HTRA1 inhibitor,ARFGAP1 inh,rCAG binder,NPR2 activator,PG9 binder,ASAP1 inh,NR1D1 modulator,SMARCA2 act
COCCCNC(=O)c1cccc(NC(=O)c2ccccc2)c1,3,0,1,5,0,4,-2.0,1,-4,1
CCOc1ccc2ccccc2c1C(=O)N1CCOCC1,-5,-3,4,8,-1,2,1.0,16,1,2
CSC1=NCCN1C(=O)Cc1ccc(Cl)cc1,-5,7,-3,8,1,-1,-0.3,-5,10,0
CCC(NC(=O)c1ccc2c(c1)c(C)c(C)n2Cc1ccc(Cl)cc1)c1ccccc1 (configuration not stated),-16,2,.,.,13,4,.,.,11,0
CN(C)c1cccc(F)c1C(=O)NC(=O)Nc1ccc(Cl)cc1,0,3,-11,-21,1,-13,-0.7,5,2,-1
C=CCNc1oc(-c2cccs2)nc1C#N,1,3,6,1,0,4,0.9,-10,3,-3
O=C(NCc1cn2ccsc2n1)c1cccc(C(F)(F)F)c1,2,2,-9,-22,3,-13,1.0,4,0,0
CCNC(=S)N1CCN(c2nc(-c3ccc(F)cc3)cs2)CC1,-5,-5,-4,-3,-1,-4,-0.6,-1,1,-2
CCOC(=O)c1noc(C)c1C(=O)Nc1nc(C)cc(C)n1,-3,0,-1,-7,3,1,-4.0,-2,3,-3
CC(C(=O)Nc1cccc(S(=O)(=O)N2CCOCC2)c1)N1CCN(c2ccc(F)cc2)CC1 (configuration not stated),1,-1,-2,7,-5,-2,-2.9,0,0,-3
CCN(CC)S(=O)(=O)c1ccc(S(=O)(=O)Nc2c(C)nn(C)c2C)cc1,6,0,4,3,0,1,0.2,-11,4,-5
Cc1[nH]c(C)c(S(=O)(=O)N2c3ccccc3CC2C)c1C(=O)N1CCCCC1 (configuration not stated),2,-9,-1,0,-4,-4,1.4,-6,-5,-2
COC(=O)[C@]12C[C@H](CC(=O)N3CCSCC3)C(=O)N(CCC3=CCCCC3)C1=C[C@H](C1CCCC1)O[C@@H]2C,4,-7,.,.,3,-1,.,.,-3,-1
CC(C)(O)C(=O)NN(C(=O)c1ccccc1)c1cccc(Br)c1,-8,1,-5,-3,0,-11,-3.5,5,5,0
COc1ccc(Oc2cccc(Cl)c2CNC(=O)CSCC(=O)O)cc1,3,4,5,11,1,3,-1.9,-2,-1,0
CCC(CC)c1nnc(NC(=O)C2CC(=O)N(c3ccc4c(c3)OCCO4)C2)s1 (configuration not stated),3,-1,-3,10,-3,4,-0.1,14,1,-4
